DT40 TDP1 no CPT: qHTS for Inhibitors of human tyrosyl-DNA phosphodiesterase 1 (TDP1): qHTS in cells in absence of CPT | DT40 Tdp1-/- hTDP1 cells, no CPT, ATP luminescence, 48 h | Potency, µM (titrated, usually from 46.2 µM), inactives show at the top dose activity change, negative = growth inhibition, usual class: inhibitors | 15% of 420,000 active | AID 686978, 2013; further: nearly all actives have a fitted effect of over 55% in size
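Cells were dispensed at 400 per well, compounds added by pin tool, plates incubated ≥48 hr at 37 °C, then CellTiter-Glo added for 30 min at room temperature before luminescence reading. Line: DT40 Tdp1-/- complemented with hTDP1; camptothecin omitted.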
DT40 TDP1 CPT: qHTS for Inhibitors of human tyrosyl-DNA phosphodiesterase 1 (TDP1): qHTS in cells in presence of CPT | chicken DT40 Tdp1-/-;hTDP1 cells + 20 nM CPT, ATP luminescence, 48 h | Potency, µM (top dose mostly 46.2 µM), without a hit: at the highest dose activity change, negative = growth inhibition, hits mostly inhibitors | 12% of 420,000 active; further: nearly all actives have a fitted effect of over 55% in size
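Chicken DT40 Tdp1-/- cells complemented with human TDP1, 400 cells/well, exposed to compounds plus 20 nM camptothecin for at least 48 h at 37 C; viability read as ATP content by CellTiter-Glo luminescence.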
KAT2A inh: qHTS Assay for Inhibitors of GCN5L2; Histone acetyltransferase KAT2A (Homo sapiens), Q92830; GCN5L2 HAT assay, ThioGlo1 CoA-SH fluorescence; Potency, µM (titrated, usually from 58.9 µM), for inactives: at the highest dose activity change, negative = inhibition, hits mostly inhibitors; 0.21% of 390,000 active; AID 504327, 2011
Target sequence (Q92830 whole entry, looked up): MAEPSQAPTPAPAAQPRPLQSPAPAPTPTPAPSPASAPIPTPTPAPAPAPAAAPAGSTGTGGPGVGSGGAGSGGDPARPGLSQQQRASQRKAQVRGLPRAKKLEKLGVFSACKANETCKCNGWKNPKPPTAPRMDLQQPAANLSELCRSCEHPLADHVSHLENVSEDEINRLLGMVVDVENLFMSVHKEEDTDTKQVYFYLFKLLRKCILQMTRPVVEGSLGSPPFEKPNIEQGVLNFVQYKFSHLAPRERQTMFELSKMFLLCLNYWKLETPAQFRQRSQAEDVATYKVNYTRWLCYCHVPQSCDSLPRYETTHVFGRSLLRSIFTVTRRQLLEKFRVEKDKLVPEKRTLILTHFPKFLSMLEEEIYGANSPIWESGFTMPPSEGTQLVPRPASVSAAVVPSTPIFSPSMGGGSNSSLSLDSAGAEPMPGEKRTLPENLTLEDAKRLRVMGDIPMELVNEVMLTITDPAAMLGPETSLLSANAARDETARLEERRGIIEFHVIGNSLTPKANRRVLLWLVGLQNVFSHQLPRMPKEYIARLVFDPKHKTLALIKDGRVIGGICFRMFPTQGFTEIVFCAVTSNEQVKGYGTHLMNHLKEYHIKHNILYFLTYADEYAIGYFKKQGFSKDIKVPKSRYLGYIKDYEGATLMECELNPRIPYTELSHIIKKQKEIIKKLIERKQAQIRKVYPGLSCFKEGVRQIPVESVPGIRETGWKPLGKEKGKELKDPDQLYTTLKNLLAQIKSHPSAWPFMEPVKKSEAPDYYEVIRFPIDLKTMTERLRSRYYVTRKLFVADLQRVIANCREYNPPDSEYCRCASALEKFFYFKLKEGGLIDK
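Fluorescence readout, Ex340nm/Em540nm: ThioGlo1 (50uM final) reacts with free CoA thiol released as 20nM GCN5L2 acetylates H3(1-25) peptide (75uM) using acetyl-CoA (70uM). Compound and enzyme sat 15 min beforehand; 20 min room-temperature reaction.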
Active calls of the source: *; ? = inconclusive; . = not tested or not shown; & = joins results of further samples; [ ] = dose if it differs, or a comment. The call rests on the fitted dose curve; in most records, active means well fitted curve in the direction sought with a large enough effect; inconclusive means small, poorly fitted or top-dose-only effect, or another doubt; inactive means no such curve, though single readings can be large; an effect the other way counts as inactive or inconclusive. On the % scale 0 is the no-effect control and ±100 the full control effect; potency means the concentration at half of the fitted maximal effect.

SMILES | DT40 TDP1 no CPT | DT40 TDP1 CPT | KAT2A inh
COc1ccc(CCNC(=O)Cc2ccsc2)cc1 | 9.7% | -2.7% | -6.1%
FC(F)(F)c1cc(N2CCNCC2)c2ccccc2n1 | -27.4% | 3.2% | -1.2%
CC(C)n1c(=N)c(C(=O)NCc2ccccc2)cc2c(=O)n3ccccc3nc21 | -0.8% | -0.8% | -1.4%
O=C(CSc1nnnn1Cc1ccccc1)c1ccc(F)cc1 | -10.0% | -19.9% | -7.6%
COc1ccccc1NC(=O)CSc1nc2ncccc2[nH]1 | -14.3% | -6.7% | -1.0%
CCCCCNc1nc2sc3c(c2c(=O)n1-c1cccc(Cl)c1)CCN(C)C3 | 11.6µM* | 11.6µM* | -2.1%
COCCN1C(=O)COc2ccccc2C1C(=O)Nc1ccc2c(c1)OCCO2 (stereo not given) | -20.6% | 10.4% | .
COc1cccc(N=Nc2c(C)[nH]n(-c3ccccc3)c2=O)c1 | ? | ? | -8.5%
O=C(c1ccc(CS(=O)(=O)c2ccc(Br)cc2)o1)N1CCOCC1 | -24.1% | 1.4% | -5.1%
Cc1cc(C)n(-c2ccc(C(=O)OCC(=O)Nc3cc(Cl)ccc3[N+](=O)[O-])cc2)n1 | ? | -9.4% | -1.9%
Cc1csc(NC(=O)CSc2nc3sc(C)c(C)c3c(=O)[nH]2)n1 | ? | -19.5% | -10.8%
COc1ccccc1-c1cnc2c(Nc3cccc(OC(F)(F)C(F)F)c3)nccn12 | ? | ? | .
Cc1cccc(NC(=O)NCCCCc2ccccc2)c1 | -12.5% | -20.7% | -7.2%
CCn1nc(CC(C)C)cc1C(=O)N1CCCC(Nc2ccc(F)cc2)C1 (stereo not given) | ? | ? | -0.2%
CCOC(=O)c1cnn2c(C(F)(F)F)cc(-c3ccc(Br)cc3)nc12 | ? | ? | -10.0%
COc1ccccc1CN1CCN(Cc2nc(-c3cccs3)no2)CC1 | -28.3% | -21.4% | 4.4%
O=C(CN1C(=O)/C(=C/c2ccccc2F)Sc2ccccc21)NCc1cccnc1 | ? | ? | -16.4%
N=C(N)N1CCc2ccccc21 | -29.3% | -1.0% | 1.0%
COc1ccc(CCNC(=O)C2CCCN2C(=O)Nc2ccccc2)cc1OC (stereo not given) | 5.9% | 1.9% | 1.8%
Cc1ccc(Nc2nc3ccccc3s2)cc1 | ? | ? | -2.7%
Cn1cc(CNC(=O)c2cc(-c3ccccc3)nc3ccc(Br)cc23)cn1 | ? | -4.6% | 2.2%
CCN(CC)CCNC(=O)C1CCC(=O)N(c2ccc(OC)cc2)C1c1ccc(F)cc1 (stereo not given) | -5.4% | -14.2% | 0.8%
O=C1CCCC2=C1C(c1ccc(O)c(O)c1)Nc1ccc3ccccc3c12 (stereo not given) | 10.3µM* | ? | .
CCN1C(=NCc2cc(OC)c(OC)c(OC)c2)N[C@@H](c2cccc(C(F)(F)F)c2)C(C(=O)OC)=C1C | -27.6% | ? | -3.2%&2.2%

Shown as comma-separated lines: entries from further up.
molecule,DT40 TDP1 no CPT,DT40 TDP1 CPT,KAT2A inh
Cc1cccc(NC(=O)NCCCCc2ccccc2)c1,-12.5%,-20.7%,-7.2%
CCn1nc(CC(C)C)cc1C(=O)N1CCCC(Nc2ccc(F)cc2)C1 (stereo not given),?,?,-0.2%
CCOC(=O)c1cnn2c(C(F)(F)F)cc(-c3ccc(Br)cc3)nc12,?,?,-10.0%
COc1ccccc1CN1CCN(Cc2nc(-c3cccs3)no2)CC1,-28.3%,-21.4%,4.4%
O=C(CN1C(=O)/C(=C/c2ccccc2F)Sc2ccccc21)NCc1cccnc1,?,?,-16.4%
N=C(N)N1CCc2ccccc21,-29.3%,-1.0%,1.0%
COc1ccc(CCNC(=O)C2CCCN2C(=O)Nc2ccccc2)cc1OC (stereo not given),5.9%,1.9%,1.8%
Cc1ccc(Nc2nc3ccccc3s2)cc1,?,?,-2.7%
Cn1cc(CNC(=O)c2cc(-c3ccccc3)nc3ccc(Br)cc23)cn1,?,-4.6%,2.2%
CCN(CC)CCNC(=O)C1CCC(=O)N(c2ccc(OC)cc2)C1c1ccc(F)cc1 (stereo not given),-5.4%,-14.2%,0.8%
O=C1CCCC2=C1C(c1ccc(O)c(O)c1)Nc1ccc3ccccc3c12 (stereo not given),10.3µM*,?,.
CCN1C(=NCc2cc(OC)c(OC)c(OC)c2)N[C@@H](c2cccc(C(F)(F)F)c2)C(C(=O)OC)=C1C,-27.6%,?,-3.2%&2.2%

Next section.
SMILES | DT40 TDP1 no CPT | DT40 TDP1 CPT | KAT2A inh
CCOC(=O)c1c(-c2ccc(C)cc2)csc1NC(=O)/C(C#N)=C/c1ccc(O)c(OC)c1 | 14.6µM* | ? | -14.7%
Cc1ccc(NC(=O)c2c(NC(=O)c3ccc(F)cc3)sc3c2CCCC3)cc1C | ? | ? | -12.6%
O=C(Nc1cccc(Cl)c1)Nc1ccnc(-c2cccnc2)n1 | 20.6µM* | ? | -6.0%
CCn1c(COc2ccc(=O)n(-c3ccccc3)n2)nnc1SCc1ccccc1C | ? | 16.4µM* | -18.4%
O=C(OCC(=O)N1CCN(S(=O)(=O)c2ccc(Cl)cc2)CC1)c1cccc(OC(F)F)c1 | ? | -26.8% | -3.5%
COc1ccccc1C(CNC(=O)c1ccc(NS(=O)(=O)c2ccc3c(c2)OCCO3)cc1)N(C)C (stereo not given) | -4.2% | -2.2% | -7.1%
Cc1ccccc1NC1=NC(=S)N(CC(N)=O)C12CCOC(C)(C)C2 (stereo not given) | -2.0% | 15.6% | 0.0%
COc1cc(C(C)=O)ccc1COc1ccc(C(=O)O)cc1OC | -2.9% | 22.0% | -2.2%
C=CCn1c(SCC(=O)O)nnc1-c1cccs1 | -14.6% | 1.5% | -7.3%
O=C(c1cc2ccccc2oc1=O)N1CCSC1c1ccco1 (stereo not given) | -4.2% | 4.7% | -11.3%
O=C(C1CC1)N1N=C(c2ccc(Br)cc2)CC1(O)C(F)(F)F (stereo not given) | ? | -23.5% | 18.3%
O=C1NC2(CCCc3ccccc32)C(=O)N1Cc1nnc(-c2ccccc2Br)o1 (stereo not given) | -26.8% | ? | -8.7%
CN(C)c1cc[n+](CC(=O)Nc2ccccc2C(F)(F)F)cc1 | 6.1% | 7.8% | -12.8%
CN(CC(=O)Nc1ccc(C(N)=O)cc1)CC(=O)Nc1ccccc1Cl | 12.5% | 0.9% | 2.4%
CN(C)c1ncnc2c1ncn2[C@H]1CN(Cc2cccnc2)C[C@@H](CO)O1 | 0.6% | -10.1% | .
Cc1ccc2nc(SCC(=O)Nc3ccc(F)cc3F)nc(=O)n2c1 | -18.9% | -17.4% | -7.2%
CCCCNC(=O)C1(C)CCN1C(=O)c1cccc(OC(F)(F)F)c1 (stereo not given) | -18.6% | -12.3% | .
O=C1CNC(=S)N1Cc1ccc(Cl)cc1 | -2.8% | -18.1% | -4.3%
CCOc1ccc(S(=O)(=O)N2CCCCC2)cc1NC(=O)CN1C(=O)NC(C)(c2ccc(C)cc2)C1=O (stereo not given) | 16.4µM* | 23.1µM* | -10.3%
COCCCn1c(Cc2ccccc2)nnc1SCC(=O)N1CCCCC1 | -6.2% | -15.3% | 2.1%
O=C(c1ccc([N+](=O)[O-])cc1)N1CCSC1c1ccc(Br)cc1 (stereo not given) | 18.4µM* | ? | -14.8%
CCOc1ccccc1NC(=O)CSc1nncc2ccccc12 | -24.5% | 2.3% | ?
Cc1ccc(C)c(S(=O)(=O)N(C)c2ccc(OC(=O)CN3C(=O)NC4(CCCC4)C3=O)cc2)c1 | -15.9% | -12.2% | .
Cc1ccccc1Nc1nc2ccccc2n1C(C)C | -15.5% | -15.8% | 2.3%
Cc1ccc(NC(=O)CSc2nnc(CNC(=O)c3ccccc3F)o2)cc1 | -2.0% | -2.2% | -4.5%
ClC1(Cl)CC1Cn1c(C2CC2)nc2ccccc21 (stereo not given) | -10.6% | 1.8% | 1.6%
O=C(O)c1ccccc1N1C(=O)C2C3CCC(C3)C2C1=O (stereo not given) | -26.3% | -4.1% | -1.2%
Cc1ccc(-c2cc(C(F)(F)F)c(C#N)c(SCC(=O)Nc3ccccc3F)n2)cc1 | -10.0% | ? | -15.5%
CC(C)(C)SCCNC(=O)CSCc1ccc([N+](=O)[O-])cc1 | -23.0% | -23.6% | 1.78µM*
COCCNC(=O)CSc1nnc(-c2ccc(OC)c(OC)c2)c(-c2ccc(OC)c(OC)c2)n1 | ? | ? | -4.2%
CCc1nn2c(=O)cc(COC(=O)c3ccc(NC(=O)CCc4ccccc4)cc3)nc2s1 | 9.2µM* | 23.1µM* | -6.6%
O=C(CCCN1C(=O)NC2(CCCC2)C1=O)NCc1ccccc1 | 1.1% | -0.3% | -4.9%
O=C(Cc1cccs1)NCc1ccncc1 | ? | -11.6% | 22.1%
COc1ccc(-c2cc(-c3ccccc3)nc(NN)n2)cc1OC | ? | 3.66µM* | 0.7%
CC1(C(=O)NCc2cccnc2)CCN1C(=O)c1cccc(F)c1 (stereo not given) | 21.5% | -2.9% | .
CC(C)CN(C(=O)CCCc1nc2ccccc2c(=O)[nH]1)c1c(N)n(Cc2ccccc2)c(=O)[nH]c1=O | 6.7% | 1.3% | -4.5%
CCOC(=O)C(C)c1ccc2cc(OC)ccc2c1 (stereo not given) | -12.3% | -17.3% | -21.0%
Cc1noc(C)c1NC(=O)Nc1ccc2c(c1)C(=O)N([C@H](C)CO)C[C@H](C)[C@@H](CN(C)C(=O)Nc1c(C)noc1C)O2 | 2.1% | -17.6% | -2.7%
COc1ccc(CCC(C)NCC(C)c2ccccc2)cc1 (stereo not given) | -28.9% | ? | -14.9%
COc1cccc(OC)c1OCCCOc1c(OC)cccc1OC | ? | -12.9% | -14.0%
Cc1cc(C(=O)COC(=O)CNS(=O)(=O)c2ccc3ccccc3c2)c(C)n1-c1ccccc1 | -2.9% | -4.7% | -8.8%
COc1cc(C(=S)N2CCOCC2)ccc1OC(=O)c1ccc(Br)cc1 | ? | -17.7% | -4.4%
COC(=O)c1c(C)[nH]c(C(=O)OC(C)C(=O)NC2CCCCC2C)c1C (stereo not given) | ? | 11.6µM* | .
COc1ccccc1NC(=O)Nc1c(C)nn(C)c1C | -12.0% | 8.9% | -4.3%
COc1ccc2[nH]c3nc(SCc4nnc(-c5ccccc5)o4)nnc3c2c1 | ? | ? | 1.7%
O=[N+]([O-])c1ccc(-c2csc(COc3ccccc3)n2)cc1 | -24.7% | -8.9% | .
CC(C)(C)c1ccc(C(=O)NN2C(=O)CSC2=S)cc1 | 10.7% | 10.2% | -6.6%
NC(=O)CSc1nnc(-c2ccc(S(=O)(=O)N3CCCC3)cc2)n1Cc1ccco1 | -6.3% | 5.1% | -4.1%

Another view of part of the listing above.
molecule,DT40 TDP1 no CPT,DT40 TDP1 CPT,KAT2A inh
Cc1cc(C(=O)COC(=O)CNS(=O)(=O)c2ccc3ccccc3c2)c(C)n1-c1ccccc1,-2.9%,-4.7%,-8.8%
COc1cc(C(=S)N2CCOCC2)ccc1OC(=O)c1ccc(Br)cc1,?,-17.7%,-4.4%

Next entries.
SMILES | DT40 TDP1 no CPT | DT40 TDP1 CPT | KAT2A inh
O=[N+]([O-])c1ccc(/C=N/NC(=S)Nc2ccccc2C(F)(F)F)o1 | 13µM* | 8.2µM* | -4.6%
O=C(CN1c2ccccc2Sc2ccccc21)NNC(=S)Nc1ccc(Cl)cc1Cl | ? | ? | -3.9%
CCCS(=O)(=O)NC(=O)C1(C)CCCN(C(=O)Cc2ccc3ccccc3c2)C1 (stereo not given) | -0.1% | 5.8% | .
Nc1nc(Nc2ccc(Cl)cc2)nc(NCc2ccco2)c1[N+](=O)[O-] | ? | ? | -3.1%
CCc1ccccc1NC(=O)C1=CC(c2ccc3c(c2)OCO3)=NS(=O)(=O)N1C | -28.6% | ? | -4.5%
C[C@H](CO)N1C[C@H](C)[C@@H](CN(C)C(=O)Nc2ccc3c(c2)OCO3)Oc2c(NC(=O)C3CCCCC3)cccc2C1=O | -10.4% | -7.5% | -1.2%
CC[C@H](C)[C@@H](C(=O)NCCCCCCCCCCC(=O)N1CCNCC1)n1cc(CCCCN=C(N)N)nn1 | ? | ? | -3.8%
Cc1cc(S(=O)(=O)N2CCN(Cc3ccc4c(c3)OCO4)CC2)cc(C)c1N1CCCC1=O | ? | ? | -2.7%
Cc1ncoc1C(=O)N1CCOc2ccc(CN3CCN(c4ccccn4)CC3)cc2C1 | ? | -7.2%[9.04 µM] | .
COC(=O)CSc1nc(N)c(NC(=O)c2ccc(OC)c(OC)c2)c(=O)[nH]1 | -0.2% | 12.6% | -6.5%
CC(=O)Nc1cccc(-c2cc(NC(C)=O)c3ncc(-c4ccc(F)cc4)n3c2)c1 | 14.6µM* | ? | .

From PubChem BioAssay

This is a random part of the collection; 18% or so of the library scored in one or more.
